Compound activity: PubChem, several laboratories
ROCK2 blocker: ROCK2 (human) kinase inhibition. purified ROCK2, Kinase-Glo ATP depletion luminescence. actives 0.35% (n = 60,000). inhibition, % at 6 µM. AID 604;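 active means inhibition above the screen-wide mean inhibition plus 3 SD, cut at about 18% in these data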;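 further: plate controls were DMSO wells for no effect and Y-27632 control wells after no-enzyme background subtraction for full effect; many of its hits are not listed in these tables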
Cathepsin G inh: blocks human cathepsin G enzyme activity. purified enzyme, AMC-tetrapeptide fluorescence, pooled mixtures. inhibition, % at 5 µM (by protocol). actives 0.2% (n = 62,000);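 active means inhibition above 20% in each of the two mixture wells holding the compound; inactive means inhibition of 20% or less in either well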;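 further: 0% = enzyme control without mixture and 100% = blank lacking enzyme; strong numbers were not always called active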
CatB mixtures: human cathepsin B inhibition by mixtures; P07858; Purified cathepsin B, AMC dipeptide fluorescence, compound mixtures; inhibition, %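 (ten-compound pools at 5 µM per compound and 50 µM total)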; actives 0.06% (n = 62,000); AID 488; in the data active means inhibition above about 22%, passing the limit was not always enough; inconclusive means no clear call, values can overlap the other calls;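 further: 0% = enzyme without compound and 100% = no enzyme blank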
HER2 expr 66K: Her2 kinase expression inhibition. P04626. SKBR-3 HER2 protein level, AlphaScreen, 18-24 h; stronger effect = lower value. HER2 level % of control, % at 10 µM. actives 0.69% (n = 65,000). AID 645;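 active means HER2 level under 5% of the carrier-only control; inconclusive means no clear call, values can overlap the other calls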;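 further: 100% = DMSO carrier and 0% = 500 nM PU-H71 HSP90 inhibitor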
CatL block: blocks human cathepsin L protease activity; actives 0.17% (n = 58,000); inhibition, %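 (tested at 10 µM)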; purified cathepsin L, fluorogenic substrate, fluorescence; AID 460; in the data active means inhibition above about 45%;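 further: 0% = enzyme with no compound and 100% = no enzyme blank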
C1s block: blocks human complement C1s protease activity | P09871 | purified C1s, fluorogenic AMC substrate, pooled mixtures | mean inhibition % of two 10-compound mixtures (stronger effect = higher value), % at 5 µM (by protocol) | actives 0.16% (n = 62,000) | AID 538;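 active means inhibition above 20% in each of the two 10-compound mixture wells holding the compound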;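 further: 0% = enzyme wells lacking compound mixture and 100% = no-enzyme blank wells; some compounds called inactive have numbers as strong as hits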
Target sequence (P09871 16-437 limits assumed): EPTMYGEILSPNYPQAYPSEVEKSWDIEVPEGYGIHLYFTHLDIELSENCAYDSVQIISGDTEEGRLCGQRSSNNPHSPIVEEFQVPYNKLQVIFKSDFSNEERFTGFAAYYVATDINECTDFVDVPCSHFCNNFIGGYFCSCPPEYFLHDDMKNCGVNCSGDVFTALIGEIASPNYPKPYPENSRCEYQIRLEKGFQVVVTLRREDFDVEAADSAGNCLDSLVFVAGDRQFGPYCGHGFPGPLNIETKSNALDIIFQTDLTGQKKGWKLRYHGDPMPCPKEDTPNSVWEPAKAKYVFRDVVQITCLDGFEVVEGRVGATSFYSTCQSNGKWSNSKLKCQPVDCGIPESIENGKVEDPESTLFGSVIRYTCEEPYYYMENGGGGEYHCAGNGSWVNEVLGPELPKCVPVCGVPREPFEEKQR
Target sequence (P09871 438-688 limits assumed): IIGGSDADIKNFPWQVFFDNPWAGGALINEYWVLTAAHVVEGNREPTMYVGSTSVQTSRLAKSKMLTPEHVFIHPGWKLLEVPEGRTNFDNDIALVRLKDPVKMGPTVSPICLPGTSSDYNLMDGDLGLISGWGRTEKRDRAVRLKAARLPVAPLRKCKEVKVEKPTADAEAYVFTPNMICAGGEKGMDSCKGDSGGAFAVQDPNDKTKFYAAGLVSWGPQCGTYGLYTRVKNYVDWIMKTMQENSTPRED
PKA kinase inh: PKA (human) kinase inhibition. inhibition, % at 6 µM. PKA Kemptide phosphorylation, Kinase-Glo ATP luminescence. actives 0.1% (n = 65,000). AID 524. P17612;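 active means inhibition above the screen-wide mean inhibition plus 3 SD, cut at about 21% in these data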; further: many of its hits are not listed in these tables
CatS block: human cathepsin S inhibition | P25774 | recombinant cathepsin S, AMC dipeptide fluorescence, pooled mixtures | actives 0.06% (n = 62,000) | inhibition, %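 (tested at 5 µM per compound within 10-compound mixtures)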; in the data active means inhibition above about 32%, passing the limit was not always enough; inconclusive means no clear call, values can overlap the other calls;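 further: 0% = enzyme without compound and 100% = blank without enzyme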
Target sequence (P25774 115-331 limits assumed): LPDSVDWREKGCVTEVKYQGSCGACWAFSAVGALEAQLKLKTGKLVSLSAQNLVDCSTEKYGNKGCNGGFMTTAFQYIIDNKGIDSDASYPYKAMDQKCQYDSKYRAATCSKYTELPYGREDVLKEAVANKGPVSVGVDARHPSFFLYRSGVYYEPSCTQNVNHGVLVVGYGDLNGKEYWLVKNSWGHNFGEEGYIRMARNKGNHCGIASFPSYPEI
CatB inh: human cathepsin B inhibition; AID 453; inhibition, %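 (tested at 10 µM)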; actives 0.1% (n = 63,000); purified cathepsin B, fluorogenic substrate, fluorescence; in the data active means inhibition above about 21%;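 further: 0% = enzyme with no compound and 100% = no enzyme blank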
The depositor's hits bear a star; ? = inconclusive; / = no result given. The list is partial; rates above refer to the full screens.

SMILES	ROCK2 blocker	Cathepsin G inh	CatB mixtures	HER2 expr 66K	CatL block	C1s block	PKA kinase inh	CatS block	CatB inh
O=C(NCCCn1ccnc1)c1noc2c1CCCC2	6	8	4	96	5	0	7	-5	3
CS(=O)(=O)Nc1ccc(S(=O)(=O)NCCc2ccccc2)cc1	-1	2	0	80	8	-2	1	2	2
CCCCOCCCNC(=O)Cc1ccccc1OC	-3	-3	-3	162	/	-97	-2	-15	4
Cc1ccccc1NS(=O)(=O)c1ccc(OCC(=O)NCc2ccco2)cc1	0	15	3	87	12	12	-2	17	4
COCCn1nnnc1CN1CCN(c2cccc(C(F)(F)F)c2)CC1	6	9	1	110	12	11	15	-6	3
Cc1nc2sccn2c1P(c1c(C)nc2sccn12)c1c(C)nc2sccn12	1	6	0	141	/	-11	-2	-4	-2
CCOC(=O)C1=C(N)n2c(s/c(=C\c3ccco3)c2=O)=C(C(=O)OC(C)C)C1c1ccco1 (stereo not given)	-6	/	/	100	-12	/	1	/	-2
COC(=O)Cc1c(C)nc2nc(Cc3ccccc3)[nH]n2c1=O	3	6	-6	128	3	2	6	-2	2
CCCCn1c(=O)[nH]c(=O)c2c1nc(COC(=O)c1c(C)noc1C)n2CCC	-1	2	43	77	-1	0	-4	7	0
COCCNS(=O)(=O)c1ccc2c(c1)C(=O)c1cc(S(=O)(=O)NCCOC)ccc1-2	/	8	2	77	/	7	-6	-6	2
COC(=O)C1=C(CN2CCSCC2)NC(=O)NC1c1cc(C)ccc1C (stereo not given)	7	-11	3	/	6	32	3	-1	-3
Cc1ccc(NC(=O)Cn2cnc3c(=O)n(C)c(=O)n(C)c32)c(C)c1	/	11	3	81	-3	14	6	-2	1
CCOC(=O)N1CCC(Nc2cc(C)nc3c(-c4ccccc4OC)c(C)nn23)CC1	1	-1	1	90	12	-5	9	-1	-2
c1nc(N2CCC3(CC2)OCCO3)c2c3c(sc2n1)CCCC3	1	-4	1	84	15	2	0	19	6
CCn1cc(C(=O)NCCN(C)CCc2ccccc2)c(=O)c2cc(S(=O)(=O)N(C)C)ccc21	2	2	-2	115	2	-3	5	-7	-2
CCC(=O)Nc1ccc2c(c1)C(=O)N(C1CCCCC1)C2=O	5	4	3	/	-15	-15	12	3	-2
O=C(Nc1cc(Cl)ccc1N1CCOCC1)c1cnccn1	/	11	1	93	/	28	4	9	1
CCOC(=O)c1ccc(NC(=O)CSc2nc3c(c(=O)n2CC)SC(C)C3)cc1 (stereo not given)	-2	1	1	113	-2	-2	0	4	0
COc1ccc(Cn2nnnc2C(c2cccs2)N2CCOCC2)cc1 (stereo not given)	-4	-14	5	112	3	-23	-3	8	5
CCCOc1nc(N)c(C#N)c(-c2ccccc2F)c1C#N	4	-1	5	91	-1	-1	7	5	2
Cc1ccc2[nH]c3c(c2c1)CN(C(=O)CN1CCN(c2ccccc2)CC1)CC3	1	-9	1	21	-3	-35	2	-8	-1
CC(NC(=O)COc1ccccc1)C(=O)OCC(=O)c1cc2ccccc2o1 (stereo not given)	6	7	-5	129	1	-2	9	-1	3
CCOc1ccccc1NC(=O)N1CCC(c2nc3ccc(C)cc3[nH]2)CC1	6	-2	2	126	26	-6	9	3	4
O=C(CSc1nnc(CNc2ccc(Cl)cc2)n1Cc1ccccc1)NCc1ccco1	5	7	-2	110	18	-4	10	4	6
O=C(NC1CCCCC1)c1cc2nc(-c3ccco3)cc(C(F)(F)F)n2n1	3	9	5	89	5	-15	3	13	2

Other structures follow.
SMILES	ROCK2 blocker	Cathepsin G inh	CatB mixtures	HER2 expr 66K	CatL block	C1s block	PKA kinase inh	CatS block	CatB inh
COc1ccc(OCC(=O)Nc2ccccc2OC)cc1	2	4	1	99	-10	7	-6	-2	5
CCCn1c(NCc2ccco2)nc2ccccc21	4	3	2	109	9	-55	5	10	5
CCOc1ccccc1C(=O)NC(C(=O)Nc1ccccc1N1CCOCC1)C(C)C (stereo not given)	0	10	5	91	-3	13	-2	-4	1
CCC(=NC(C)c1ccccc1)c1c(O)n(C)c(=O)n(C)c1=O (stereo not given)	5	4	9	94	-2	4	-2	-7	1
COc1ccccc1N1CC(C(=O)OCC(=O)c2ccc(F)cc2)CC1=O (stereo not given)	/	54	3	125	18	13	6	6	3
Cn1c(=O)c2c(nc(SCCN3CCCCC3)n2Cc2ccccc2)n(C)c1=O	-9	-1	-1	88	15	-1	-14	-6	-2
COc1ccc(OC)c(Nc2nc(-c3cccs3)cs2)c1	2	2	2	94	-7	2	3	-4	-7
CCCCc1c(O)n2c(nc3ccccc32)[nH]c1=O	7	1	-1	94	14	2	10	2	-1
Cc1ccccc1Oc1ccc(Oc2ccccc2C)nn1	-2	-2	-1	110	21	2	-4	19	-2
CCOC(=O)c1sc2ncnc(N3CCN(c4ccc(OC)cc4)CC3)c2c1C	5	4	1	91	-1	-15	14	-5	-1
CN(c1ccc(C(=O)N2CCc3ccccc3C2)cc1)S(C)(=O)=O	/	6	2	91	17	-18	4	2	0
Cc1ccc(-c2nnn(CC(=O)N(c3ccccc3)C(C(=O)NC3CCCC3)c3ccco3)n2)o1 (stereo not given)	0	-8	-1	33	-3	-30	-3	-11	-2
O=C1C2C3C=CC(C3)C2C(=O)N1CNc1ccc(O)cc1 (stereo not given)	10	-16	10	90	-1	-11	7	2	5
O=C1COc2ccc(OCc3ccc(F)cc3)cc21	2	0	-1	101	-3	-12	12	13	0
COc1cccc(-n2c(SCC(=O)OC(C)C)nnc2-c2cccnc2)c1	8	17	4	108	9	25	10	6	1
CNC(=O)Cn1ncc2c(C)n(Cc3ccc(C)cc3)c(C)c2c1=O	-1	3	3	88	0	10	-1	8	0
O=C(Nc1cccnc1)c1cc(-c2ccc3c(c2)OCO3)on1	2	16	8	87	31	-26	0	8	-5
C/C(CC1(O)C(=O)N(Cc2ccccc2)c2ccccc21)=N\O (stereo not given)	6	/	/	89	8	/	7	/	0
Cn1c(SCc2cccnc2)nc2cccnc21	5	-1	-2	100	25	2	4	-3	-1
CN1CCCCCC1=NC1=C(C#N)CCCC1	6	4	-2	86	15	7	10	5	2
COc1ccc(NC(=O)C2CCCN(S(=O)(=O)c3cccnc3)C2)c(OC)c1 (stereo not given)	10	-3	-1	109	/	-18	6	1	2
COc1ccc(C(=O)Nc2cc(Cl)cc(Cl)c2)c(OC)n1	-5	7	0	69	26	7	-6	-3	2
COc1ccccc1CNC(=O)CCNC(=O)Cn1ccc2ccccc2c1=O	/	4	-8	80	-3	-18	6	-6	1
CCCCNC(=O)CSc1nccn1Cc1ccccc1	6	-5	0	76	12	-2	7	-5	0
CCOc1ccccc1C1N(c2ccc(OC)cc2)C(=O)C2CCCN21 (stereo not given)	6	9	2	108	2	12	9	3	2

Compound profiles, from the list above. Screens in order: ROCK2 blocker | Cathepsin G inh | CatB mixtures | HER2 expr 66K | CatL block | C1s block | PKA kinase inh | CatS block | CatB inh
Profile of CCCCc1c(O)n2c(nc3ccccc32)[nH]c1=O : 7 | 1 | -1 | 94 | 14 | 2 | 10 | 2 | -1
Profile of C/C(CC1(O)C(=O)N(Cc2ccccc2)c2ccccc21)=N\O (stereo not given) : 6 | / | / | 89 | 8 | / | 7 | / | 0
Profile of COc1ccccc1N1CC(C(=O)OCC(=O)c2ccc(F)cc2)CC1=O (stereo not given) : / | 54 | 3 | 125 | 18 | 13 | 6 | 6 | 3

Further compounds follow:
SMILES	ROCK2 blocker	Cathepsin G inh	CatB mixtures	HER2 expr 66K	CatL block	C1s block	PKA kinase inh	CatS block	CatB inh
C=CCn1c(C)nc2c(c1=O)c1nc3ccccc3nc1n2-c1ccc(C)cc1	/	10	4	119	5	8	-6	18	2
CC(=O)Nc1cc(C(=O)O)ccc1S(=O)(=O)c1ccc(C)cc1	/	8	-3	138	27	45	9	2	1
O=C(CN(CCc1ccccc1)C(=O)CNS(=O)(=O)c1ccc(F)cc1)NCC1CCCO1 (stereo not given)	2	-6	4	103	0	-46	-5	9	-1
CCOC(=O)C1=C(c2ccccc2)OC(N)=C(C#N)C1C(C)C (stereo not given)	6	-5	1	91	2	-68	10	5	1
CCc1nnc(NC(=O)CSc2nnc(-c3ccccc3O)n2-c2ccc(C)cc2C)s1	2	-9	1	86	0	0	7	-5	-1
Cc1cc(C)n(CCc2nc3c4ccccc4n(CC(=O)Nc4ccc(Cl)cc4F)c(=O)n3n2)n1	4	3	-2	84	/	4	2	2	-1
CCN(CC)S(=O)(=O)c1ccc2[nH]cc(C(=O)NCCN3CCCCC3C)c(=O)c2c1 (stereo not given)	3	1	6	105	1	-26	7	-1	-2
COC(=O)c1[nH]c2ccc(C)cc2c1NC(=O)CN1CCC(C)CC1	2	52	10	89	3	17	5	?	2
Cc1cccc2cc(C(c3nnnn3CC3CCCO3)N3CCCc4ccccc43)c(=O)[nH]c12 (stereo not given)	6	9	4	66	6	12	6	5	0
O=C(CC1Nc2ccccc2NC1=O)Nc1ccccc1 (stereo not given)	3	-2	2	84	7	-6	2	14	4
CC1(C)Cc2c(sc3c2c(=N)n(Cc2ccco2)c(=O)n3CC(=O)Nc2ccc(Cl)cc2)CO1	3	0	7	81	11	3	4	3	1
CCN(CC)C(=O)CSc1nc2ccccc2c(=O)n1OC	1	2	-1	87	6	-32	3	-2	1
CCN(Cc1ccccc1)C(=O)CSc1nc(C)cc2c1C(=O)OC2	7	11	3	101	5	-14	9	5	0
COc1ccc(NC(=O)C2CCCN2c2ccc(OC)c(OC)c2)cc1OC (stereo not given)	/	-7	2	111	/	-57	1	4	-2
O=C(Nc1ccc2c(c1)OCO2)c1ccc(S(=O)(=O)NCC2CCCO2)cc1 (stereo not given)	7	10	2	130	15	0	12	4	1
CC(=O)Nc1nonc1NC(=O)CSc1ccccn1	-1	3	7	81	1	7	4	-1	-4
C=C(C)CSc1nnc([C@@H]2CCCN2C(=O)OC(C)(C)C)o1	-6	6	2	91	-3	0	-2	1	2
O=C(c1cc2nc(-c3ccccc3)cc(-c3ccccc3)n2n1)N1CCN(C(=O)c2ccco2)CC1	8	4	1	/	-17	-4	9	2	-1
Cc1cccc(OCC(=O)Nc2ccc(N3CCN(S(C)(=O)=O)CC3)cc2)c1C	0	0	6	122	3	-21	2	3	-1
Cc1ccccc1-n1c(=O)cc(N2CCN(C(=O)c3ccco3)CC2)[nH]c1=O	1	35	-3	100	17	1	-6	10	2
Cc1ccnc(NC(=O)CCCOc2cc(=O)n(C)c3ccccc23)c1	9	-2	-6	17	7	-15	3	9	0
O=C(NCC1CCCO1)c1ccc(NC(=O)C2CC=CCC2C(=O)O)cc1 (stereo not given)	1	0	-4	77	6	3	-4	3	-1
Cc1ccc(-c2noc(CCC(=O)N3CCCc4ccccc43)n2)cc1	9	0	0	108	14	1	7	3	-1
CCn1c2c(c3cc(Cl)ccc31)CCCC2=O	2	13	5	102	/	16	-6	15	3
CN(Cc1ccccc1)c1nc2c(c(=O)n(C)c(=O)n2C)n1CCCc1ccccc1	1	-2	0	72	2	8	0	2	1

Continuation:
SMILES	ROCK2 blocker	Cathepsin G inh	CatB mixtures	HER2 expr 66K	CatL block	C1s block	PKA kinase inh	CatS block	CatB inh
CC(=O)N1CCc2cc(S(=O)(=O)NCCC(=O)Nc3cc(C)cc(C)c3)ccc21	-2	11	6	96	3	10	-4	7	3
Cc1cc(Nc2cc(C(=O)O)ccc2C)n2ncnc2n1	-8	-3	1	143	1	-26	0	1	3
Cn1c(=O)[nH]c(=O)c2c1ncn2CCCc1ccccc1	1	1	-2	130	35	0	-2	14	-8
CCOc1cc(S(=O)(=O)N2CCOCC2)ccc1F	6	51	4	99	12	42	1	9	3
CCCSC1=C(C#N)C(c2ccc(O)c(OC)c2)CC(=O)N1 (stereo not given)	5	6	2	76	8	0	7	7	-1
Cc1c(C)c2c(C)nn(-c3ccccc3)c2[nH]c1=O	/	-1	1	79	/	1	/	4	4
CCOc1ccc(NC(=O)CN(C)CC(=O)Nc2ccccc2C#N)cc1OCC	4	21	-2	115	13	10	8	3	8
